# D2 potentiator – HTS Assay for Positive Allosteric Modulators of the Human D2 Dopamine Receptor: Primary Screen for Potentiators; D(2) dopamine receptor (Homo sapiens), P14416; HEK293 T-REx D2, calcium flux, EC20 dopamine potentiation; potentiation, % at 10 µM; actives 0.34% (n = 340,000); AID 485347, 2010;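 active means potentiation over 3 SD above the plate norm, cut at about 30% in these data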; further: 0% is about no effect
#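 Cells plated with tetracycline inducer and held overnight at 30 C; calcium dye loaded 30–90 min at room temperature; baseline taken, compound added and read 180 s; EC20 dopamine then added and read 180 s.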
# TRHR enhancer – qHTS for Small Molecule Agonists and Allosteric Enhancers of Human TRH Receptor: Primary Screen for Enhancers; Thyrotropin-releasing hormone receptor (Homo sapiens), P34981; TRHR cells, fluo-8 calcium fluorescence, EC20 TRH enhancement; enhancement, % at 2 µM; actives 0.66% (n = 360,000); in the data active means enhancement above about 30%; further: 0% is about no effect
#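 Enhancer read-out: after compound pinning and an initial kinetic agonist-mode read, an EC20 of TRH (10 nM final) was injected and fluo-8 calcium signal (Ex 480/Em 530) followed at 1 s/cycle for 100 cycles in TRHR-expressing cells.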
# D2 antag – HTS Assay for Allosteric Antagonists of the Human D2 Dopamine Receptor: Primary Screen for Antagonists | HEK293 TREx D2 cells, calcium flux, dopamine EC80 | inhibition, % at 10 µM | actives 2% (n = 340,000) | AID 485344, 2010; in the data active means inhibition above about 30%; further: 0% is about no effect
#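 Inhibition of EC80 dopamine-driven calcium flux, recorded kinetically, defines activity here; cells are a tetracycline-induced HEK293 T-REx line expressing force-coupled D2.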
# RXFP1 antagonist – qHTS Assay for Antagonists of the Relaxin Receptor RXFP1; activity change, negative = inhibition, % at 57.5 µM; AID 1259400, 2018; HEK293-RXFP1, relaxin-stimulated cAMP HTRF, 30 min; hits give low values; actives 0.59% (n = 350,000);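 active means activity change of -60% or lower, but not beyond a set lower limit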; further: on the % scale 0 is the no-effect control and ±100 the full control effect
# Target sequence (Q9HBX9 whole entry, looked up): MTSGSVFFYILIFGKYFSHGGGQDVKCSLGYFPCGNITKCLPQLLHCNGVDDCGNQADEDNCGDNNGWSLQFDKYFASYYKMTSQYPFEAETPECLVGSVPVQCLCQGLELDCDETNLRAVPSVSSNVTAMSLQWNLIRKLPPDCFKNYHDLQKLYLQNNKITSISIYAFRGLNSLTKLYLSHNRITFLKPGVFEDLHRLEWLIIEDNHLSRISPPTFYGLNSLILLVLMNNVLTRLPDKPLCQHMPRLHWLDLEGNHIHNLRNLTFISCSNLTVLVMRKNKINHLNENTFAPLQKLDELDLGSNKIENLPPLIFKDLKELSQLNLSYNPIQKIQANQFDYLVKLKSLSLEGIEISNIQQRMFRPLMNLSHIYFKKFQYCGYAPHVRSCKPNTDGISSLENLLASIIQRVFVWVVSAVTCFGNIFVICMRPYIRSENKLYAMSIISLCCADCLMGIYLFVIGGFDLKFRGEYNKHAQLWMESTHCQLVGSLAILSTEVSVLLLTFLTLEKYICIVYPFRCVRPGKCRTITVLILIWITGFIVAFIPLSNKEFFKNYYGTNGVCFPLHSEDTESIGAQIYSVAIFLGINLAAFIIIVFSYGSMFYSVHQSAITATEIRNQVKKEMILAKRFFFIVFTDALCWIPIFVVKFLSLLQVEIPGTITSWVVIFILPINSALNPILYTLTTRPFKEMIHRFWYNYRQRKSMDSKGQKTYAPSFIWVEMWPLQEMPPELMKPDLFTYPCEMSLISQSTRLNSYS
# D2 ag – HTS Assay for Allosteric Agonists of the Human D2 Dopamine Receptor: Primary Screen for Agonists | D(2) dopamine receptor (Homo sapiens), P14416 | HEK293 T-REx D2 cells, calcium flux agonist mode | actives 0.53% (n = 340,000) | activation, % at 2 µM;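 active means activation over 3 SD above normal in the single-dose calcium agonist read, cut at about 30% in these data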; further: 0% is about no effect
#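 Tetracycline-induced HEK293 Trex cells with D2 receptor force-coupled to calcium signaling, plated overnight at 30 C and loaded with no-wash calcium dye. Calcium flux read kinetically for 180 s after compound addition; responses flag agonists.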
# TRHR agonist – qHTS for Small Molecule Agonists and Allosteric Enhancers of Human TRH Receptor: Primary Screen for Agonists; Thyrotropin-releasing hormone receptor (Homo sapiens), P34981; TRHR cells, calcium flux fluo-8, FDSS agonist mode; activation, % at 2 µM; actives 0.18% (n = 360,000); AID 493084, 2011; further: 0% is about no effect
#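 Read-out: compound-evoked intracellular calcium rise in TRHR cells, fluo-8 dye, kinetic FDSS fluorescence at 1 s/cycle following a 10-cycle baseline. Cells cultured overnight before dye loading (30 min–1.5 h, RT).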
# D1 ag – Allosteric Agonists of the Human D1 Dopamine Receptor: qHTS; activation, % at 2 µM; HEK293 T-REx D1 cells, calcium flux, agonist mode; actives 1% (n = 360,000); AID 504660, 2011; further: 0% is about no effect
#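 Agonism was scored from calcium flux recorded over 180 s (1 read/s) after pintool compound addition, following a 10-cycle baseline. Cells were inducible force-coupled HEK293 TREx D1, plated overnight at 30 C and loaded with no-wash calcium dye.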
# D1 antagonist – Antagonist of Human D 1 Dopamine Receptor: qHTS. actives 3.2% (n = 360,000). AID 504652, 2011. activity change, negative = inhibition, % at 10 µM. HEK293 TREx D1 cells, calcium flux, dopamine EC80; hits give low values. D(1A) dopamine receptor (Homo sapiens), P21728; in the data active means activity change below about -30%; further: on the % scale 0 is the no-effect control and ±100 the full control effect
#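 Allosteric or orthosteric antagonism assessed as attenuation of the calcium response to EC80 dopamine, added 180 s after compound, in induced HEK293 Trex D1 cells loaded with no-wash calcium dye.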
# D1 potentiator – Potentiators of Human D1 Dopamine Receptor: qHTS. HEK293 TREx D1 cells, calcium flux, dopamine EC20 potentiation. potentiation, % at 10 µM. actives 0.036% (n = 360,000). AID 504651, 2011; in the data active means potentiation above about 30%; further: 0% is about no effect
# * marks the source's active call; other numbers are inactive results; x = not tested or not shown. Unless noted, no stated cut-off is given here; in the data, active means activation above about 30%; inactive means the rest. No enrichment for hits; any-hit rate near 7.1%.
SMILES,D2 potentiator,TRHR enhancer,D2 antag,RXFP1 antagonist,D2 ag,TRHR agonist,D1 ag,D1 antagonist,D1 potentiator
O=C(CCNC(=O)c1ccc(Br)cc1)NNC(=O)C1COc2ccccc2O1 (configuration not stated),8,-2,21,9,-0.4,1.0,0,13,-2
Cc1ccccc1N1C(=O)C2C3C=CC(C2C1=O)N(C)C3=O (configuration not stated),-5,0,-10,-11,-0.4,0.4,0,2,-2
Cc1ccc(S(=O)(=O)N2CCCCC2)cc1NC(=O)CCc1nc2ccccc2c(=O)[nH]1,-6,-7,27,-1,2.3,3.6,3,-2,-1
N#Cc1c(NC(=O)C(=O)NCCCN2CCOCC2)sc2c1CCC2,0,0,20,-3,-0.6,-0.2,3,10,0
CC(C)C(=O)Nc1ccc(N2CCN(c3ccc(F)cc3)CC2)cc1,-1,-1,3,-1,0.2,0.6,2,-8,-2
COc1ccccc1C(CNC(=O)c1cccc(S(=O)(=O)Nc2ccc(C)cc2)c1)N1CCCC1 (configuration not stated),x,2,x,-2,x,0.7,6,5,-13
Cc1cccc(NC(=O)CNC(=O)Cn2cc(C(F)(F)F)cc(Cl)c2=O)c1C,-5,3,x,-4,x,0.3,3,2,1
CCN(C(=O)CSc1ncnc2sccc12)c1c(N)n(Cc2ccccc2)c(=O)[nH]c1=O,0,9,-15,-3,0.6,0.2,10,8,x
Cc1cccc(NC(=O)C2COc3ccccc3O2)n1 (configuration not stated),1,-2,-14,-4,-2.1,-0.4,3,-9,-3
COc1cc(NC(=O)c2ccccc2-c2ccccc2)cc(OC)c1OC,0,1,0,x,-0.4,0.2,1,-1,-4
O=C(Nc1ccc(-n2cnnn2)cc1)c1cccc(S(=O)(=O)N2CCCC2)c1,14,-8,0,11,0.1,0.4,2,-14,-2
O=C(COc1ccc2ccccc2c1)NNC(=O)Cc1ccccc1,1,4,-12,-120*,-0.2,-1.0,5,-8,-7
COCCN1C(=O)C(O)=C(C(C)=O)C1c1ccc(OC)c(OC)c1 (configuration not stated),0,-1,10,-4,0.7,0.4,1,-7,-4
Nc1nc(-c2ccccc2)c(-c2ccccc2)s1,1,1,-11,2,-0.4,0.2,0,-7,0
C[C@H]1C(=O)N(C)CCN1C(=O)c1ccccc1OC1CCN(S(C)(=O)=O)CC1,-4,-2,8,-7,0.4,0.6,2,18,3
N#C/C(=C\c1ccc(-c2cccc([N+](=O)[O-])c2)o1)c1nnc(N2CCOCC2)n1-c1ccccc1,-4,1,4,x,1.3,1.0,3,-3,-1
COCCNC(=O)c1ccc2c(c1)NC(=O)CS2,-1,-4,6,-9,1.6,-0.2,3,4,3
Cc1[nH]c2ccccc2c1C(=O)CSc1nc2ccccc2[nH]1,-14,-16,-2,-6,0.4,0.0,2,12,-3
CCOC(=O)N1CCN(C(=O)CSC2=NS(=O)(=O)c3cc(Cl)ccc3N2)CC1,23,-4,-1,1,0.1,0.3,0,25,-5
COc1ccc(C2CC(=O)C=C(NCc3ccccc3)C2)cc1 (configuration not stated),2,2,-26,-4,0.1,-0.1,3,-8,-4
CCCC(=O)C1=C(O)C(C(=O)OC)C(C)(C)CC1=Nc1ccc(N)cc1 (configuration not stated),2,1,1,7,-1.4,-0.2,1,-8,-3
O=S(=O)(O)c1nc2ccccc2n1Cc1ccc(Cl)cc1,13,0,3,-4,-0.1,0.0,2,-2,-1
O=C(NC(Cc1c[nH]c2ccccc12)C(=O)N/N=C/c1ccc(Br)cc1)c1cccs1 (configuration not stated),8,8,-4,-23,-0.2,0.8,3,0,-5
O=C(OCc1cccc(F)c1)c1cc2ccccc2cc1O,10,-1,10,-2,0.8,0.5,2,-4,4
Cc1ccc(S(=O)(=O)N2CCOCC(=O)NCCOCCNC(=O)COCC2)cc1,9,1,-2,-9,-0.1,0.2,1,9,-2

# Some of these compounds in order of SMILES length, descending.
SMILES,D2 potentiator,TRHR enhancer,D2 antag,RXFP1 antagonist,D2 ag,TRHR agonist,D1 ag,D1 antagonist,D1 potentiator
COc1ccccc1C(CNC(=O)c1cccc(S(=O)(=O)Nc2ccc(C)cc2)c1)N1CCCC1 (configuration not stated),x,2,x,-2,x,0.7,6,5,-13
C[C@H]1C(=O)N(C)CCN1C(=O)c1ccccc1OC1CCN(S(C)(=O)=O)CC1,-4,-2,8,-7,0.4,0.6,2,18,3
CCOC(=O)N1CCN(C(=O)CSC2=NS(=O)(=O)c3cc(Cl)ccc3N2)CC1,23,-4,-1,1,0.1,0.3,0,25,-5
Cc1cccc(NC(=O)CNC(=O)Cn2cc(C(F)(F)F)cc(Cl)c2=O)c1C,-5,3,x,-4,x,0.3,3,2,1
Cc1ccc(S(=O)(=O)N2CCOCC(=O)NCCOCCNC(=O)COCC2)cc1,9,1,-2,-9,-0.1,0.2,1,9,-2
O=C(CCNC(=O)c1ccc(Br)cc1)NNC(=O)C1COc2ccccc2O1 (configuration not stated),8,-2,21,9,-0.4,1.0,0,13,-2
COCCN1C(=O)C(O)=C(C(C)=O)C1c1ccc(OC)c(OC)c1 (configuration not stated),0,-1,10,-4,0.7,0.4,1,-7,-4
CC(C)C(=O)Nc1ccc(N2CCN(c3ccc(F)cc3)CC2)cc1,-1,-1,3,-1,0.2,0.6,2,-8,-2
Cc1[nH]c2ccccc2c1C(=O)CSc1nc2ccccc2[nH]1,-14,-16,-2,-6,0.4,0.0,2,12,-3
COc1ccc(C2CC(=O)C=C(NCc3ccccc3)C2)cc1 (configuration not stated),2,2,-26,-4,0.1,-0.1,3,-8,-4
O=S(=O)(O)c1nc2ccccc2n1Cc1ccc(Cl)cc1,13,0,3,-4,-0.1,0.0,2,-2,-1
O=C(OCc1cccc(F)c1)c1cc2ccccc2cc1O,10,-1,10,-2,0.8,0.5,2,-4,4
Cc1cccc(NC(=O)C2COc3ccccc3O2)n1 (configuration not stated),1,-2,-14,-4,-2.1,-0.4,3,-9,-3

# More structures.
SMILES,D2 potentiator,TRHR enhancer,D2 antag,RXFP1 antagonist,D2 ag,TRHR agonist,D1 ag,D1 antagonist,D1 potentiator
CCCCCCc1cc2cc(C(=O)Nc3ccccc3)c(=O)oc2cc1O,-6,-10,-1,x,5.8,30*,7,-8,-6
CC(=O)Nc1ccc(S(=O)(=O)N(C)CC(=O)N(C)Cc2sccc2C)cc1,5,1,-16,-6,-0.3,0.0,1,-32*,-9
Cc1cccc(OCCNc2nc3c(c(=O)n(C)c(=O)n3C)n2C)c1,23,4,-21,1,0.3,-0.2,4,11,2
C=CCN(CC=C)CCOc1cccc(Oc2ccccc2)c1,-15,-11,-13,-31,-0.6,-0.6,1,4,-1
CC(=O)NNC(=O)c1[nH]c2ccc(Br)cc2c1-c1ccccc1,8,-1,3,-14,1.1,0.6,4,5,-3
O=C(Nc1nc2ccccc2[nH]1)C1CCN(C(=O)c2ccc(F)cc2)CC1,6,-1,-2,18,-0.8,-0.1,2,6,-6
O=C(COCc1cc(-c2cccs2)on1)NCc1ccccc1Cl,0,29,x,-10,-0.9,-0.5,0,1,0
COc1ccc(S(=O)(=O)N2CCOCC2)cc1NC(=O)COC(=O)C1CC1C (configuration not stated),11,7,-10,4,0.8,0.2,0,-7,2
COc1ccc(NC(=O)C(C)N2c3cccc4cccc(c34)S2(=O)=O)cc1OC (configuration not stated),18,5,25,21,0.1,-0.6,0,-3,-2
Cc1cc(C)c2[nH]c(C)c(CN3CCCCCC3)c(=O)c2c1,4,-1,0,-5,0.0,0.0,2,3,-4
Cc1occc1C(=O)Nc1ccc2c(c1)OCO2,4,2,-2,-8,-0.2,0.3,1,-2,3
COC(=O)c1ccc(C(=O)OC)c(NC(=S)N2CCOCC2)c1,-2,-2,-5,10,0.5,-0.2,2,-9,2
COc1ccc(NC(=O)Cn2c(=O)n(CCCC(=O)NCCc3ccc(C)cc3)c(=O)c3ccccc32)cc1Cl,-3,-3,x,x,0.4,-0.3,1,11,-1
Cc1cc(Cl)cc(Br)c1OCCCCn1cncn1,-7,13,2,-9,-0.9,1.2,4,1,-2
COc1ccc(S(=O)NC2CCCCC2)c(OC)c1C (configuration not stated),-6,19,-3,-1,-1.4,0.8,0,-3,-2
Cc1cc(C)n(CC(=O)N/N=C/c2ccccn2)n1,0,8,-19,15,-1.3,-3.5,4,9,-2
Nc1ccc2c(c1)-c1ccccc1S(=O)(=O)N2,1,-4,10,-8,0.5,1.3,1,1,-7
c1ccc(CCn2nnnc2CN2CCCc3ccccc32)cc1,-5,-2,9,6,-0.2,6.0,3,5,2
CN1C(=O)CSC1=S,-8,0,-18,x,-0.5,0.0,3,7,-5
Cc1cnn(CCC(=O)NNC(=S)NCC(C)C)c1,18,16,-12,0,-1.6,1.0,1,-4,1
CC(C)CC(=O)NCc1ccc2[nH]c3c(c2c1)CCCC3,-2,-3,-6,1,-1.3,2.1,3,-18,-3
Cc1ccc(C(=O)OCC(=O)NCc2ccccc2)cc1S(=O)(=O)N1CCCCC1,-13,-1,-23,4,-0.9,0.3,27,-9,x
O=C(Nc1ccc(Cl)c(S(=O)(=O)N2CCOCC2)c1)[C@@H]1CCCN1C(=O)c1cccs1,9,11,-11,-11,0.1,-0.1,-1,9,-7
Cc1ccc2c(c1)c1cccc3c1n2CCN3CCC(N)=O,-2,1,10,16,1.3,0.2,2,-28,-8
CCn1c(SCC(=O)N2CCc3ccccc3C2)nc2c1c(=O)n(C)c(=O)n2C,3,19,0,-3,-0.1,0.0,2,-13,-7
O=C(CSC1CC(=O)N(CCc2ccccc2)C1=O)Nc1cccc(Cl)c1 (configuration not stated),-5,-9,-11,-27,-1.2,-1.7,33*,-4,0
COc1ccc(CC(=O)OCC(=O)c2c[nH]c3ccccc23)cc1,-7,10,-33,7,-0.2,0.6,17,-13,x
CCN1C(=O)CC(N2CCN(C(c3ccccc3)c3ccccc3)CC2)C1=O (configuration not stated),-3,3,-8,-3,-0.9,-0.6,1,0,4

# Screening data from PubChem BioAssay.
